Pf growth 96h = P. falciparum growth inhibition at 96 hours | P. falciparum luciferase reporter growth, 96 h | Potency, µM (top dose mostly 28.7 µM), inactives show at the highest dose activity change, negative = inhibition, most hits filed as inhibitors | 6.9% of 320,000 active | AID 504834; also: potency is read from the fitted curve at half-maximal effect; % is scaled to controls: 0 for no effect and ±100 for the full control effect
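Two-generation exposure (96 h) targets delayed-death phenotype. Reporter parasites carrying integrated firefly luciferase, in red cells at 2% hematocrit and 0.05% parasitemia final, kept at 37 C, 5% CO2; luminescence loss indicates inhibition.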
Shiga toxin inh = inhibitors of Shiga toxin in Vero cells. Vero cells, Shiga toxin protein synthesis inhibition reporter. inhibition, % at 38.7 µM. 9.2% of 290,000 active; in the data active = inhibition mostly above about 28%, no sharp cut-off; inactive = mostly below about 43%; also: 0% is about no effect
TbPYK inhibitor = inhibitors of Trypanosoma brucei pyruvate kinase; Potency, µM (series often up to 76.8 µM), for the others: top-dose activity, negative = inhibition, actives largely listed as inhibitors; Q57TT1; AID 624173; 0.12% of 410,000 active; TbPYK enzyme, Kinase-Glo Plus ATP luminescence, 45 min; also: potency is read from the fitted curve at half-maximal effect; % is scaled to controls: 0 for no effect and ±100 for the full control effect; nearly all actives have a fitted effect of over 50% in size
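Assay buffer: 50 mM TEA pH 7.2, 100 mM KCl, 10 mM MgCl2, 0.05% BSA, 0.01% Tween-20. Pyruvate kinase from T. brucei plus substrate met compound, then ADP (130 uM final). Luminescence was read post 45 min RT.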
HCV inh = blocks hepatitis C virus. AID 651820. Potency, µM (series often up to 41.8 µM), inactives show at the highest dose activity change, negative = inhibition, hits mostly inhibitors. Huh7.5.1 HCVcc-Cre infection, luciferase reporter, 44 h. 3.4% of 340,000 active; also: potency is read from the fitted curve at half-maximal effect; % is scaled to controls: 0 for no effect and ±100 for the full control effect
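After 44 h co-culture of compound, cells and HCVcc-Cre (~0.5 moi), substrate is added for 15 min at room temperature and luciferase measured over 15 sec. Cells were seeded at 1,000/well and pre-cultured 4 h.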
Pf growth 48h = P. falciparum growth inhibition at 48 hours (one generation) | P. falciparum luciferase growth in erythrocytes, 48 h | AID 504832 | 5.9% of 310,000 active | Potency, µM (titrated, usually from 28.7 µM), inactives show at the top dose activity change, negative = inhibition, most hits filed as inhibitors; also: potency is read from the fitted curve at half-maximal effect; % is scaled to controls: 0 for no effect and ±100 for the full control effect
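First compound was added to culture medium, then infected red cells at 0.1% parasitemia and 2% hematocrit (final). After incubation at 37 C under 5% CO2, luciferase detection reagent was dispensed and light output recorded.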
Cycloheximide cs = counter-screen hit for Shiga toxin inhibitors, cycloheximide; cell reporter, cycloheximide protein synthesis inhibition counterscreen; max response, %; 12% of 300,000 active; AID 2314; in the data active = max response mostly above about 13%, no sharp cut-off; inactive = mostly below about 14%; also: read at 38.3 µM for the half of the compounds with a filed dose; 0% is about no effect
LmPK inhibitor = blocks Leishmania mexicana pyruvate kinase activity; purified LmPK, Kinase-Glo ATP luminescence, 1 h; 0.37% of 290,000 active; Q27686; Potency, µM (doses to about 57.5 µM), without a hit: top-dose activity change, negative = inhibition, usual class: inhibitors; AID 1721; also: potency is read from the fitted curve at half-maximal effect; % is scaled to controls: 0 for no effect and ±100 for the full control effect
Target sequence (Q27686 whole entry, looked up): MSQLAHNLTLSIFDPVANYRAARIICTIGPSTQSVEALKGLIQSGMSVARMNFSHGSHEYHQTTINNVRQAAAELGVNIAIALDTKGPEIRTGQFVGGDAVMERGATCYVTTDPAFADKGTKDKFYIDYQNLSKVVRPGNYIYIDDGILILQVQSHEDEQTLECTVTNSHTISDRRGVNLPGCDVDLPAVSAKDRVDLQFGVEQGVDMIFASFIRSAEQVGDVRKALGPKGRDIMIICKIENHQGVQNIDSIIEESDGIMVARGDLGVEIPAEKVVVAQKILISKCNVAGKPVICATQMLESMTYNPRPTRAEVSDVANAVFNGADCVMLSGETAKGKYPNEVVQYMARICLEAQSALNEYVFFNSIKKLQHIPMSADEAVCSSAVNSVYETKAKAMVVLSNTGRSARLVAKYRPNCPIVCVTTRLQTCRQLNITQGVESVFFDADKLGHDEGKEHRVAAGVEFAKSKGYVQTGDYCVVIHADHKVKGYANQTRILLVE
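Kinase-Glo luminescence read after 1 h RT reaction of 0.1 nM LmPK with 0.5 mM PEP and 0.1 mM ADP. Activity scaled between uninhibited and enzyme-free controls.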
* marks the source's active call; other numbers are inactive results; ? = inconclusive; . = not tested or not shown; & = joins results of further samples; [ ] = remark or other dose. Unless noted, calls follow the shape of the dose curve; as a rule, active = well fitted curve in the direction sought with a large enough effect; inconclusive = small, poorly fitted or top-dose-only effect, or another doubt; inactive = no such curve, though single readings can be large; an effect the other way counts as inactive or inconclusive.

Codes – A = Pf growth 96h; B = Shiga toxin inh; C = TbPYK inhibitor; D = HCV inh; E = Pf growth 48h; F = Cycloheximide cs; G = LmPK inhibitor
1: O=C(c1cccs1)N1CCN(Cc2ccccn2)CC1
  A: 2% | B: 29 | C: -4% | D: 4% | E: 37%[activator] | F: -2 | G: -15%
2: O=C(Nc1ccccc1-c1ccccc1)c1cnccn1
  A: ? | B: 54 | C: -2% | D: ? | E: . | F: 14* | G: 5%
3: O=C(CC1(O)C(=O)Nc2ccccc21)c1ccccc1 (configuration not stated)
  A: -3% | B: -6 | C: 0% | D: 11% | E: 1% | F: -3 | G: 6%
4: O=C(O)CSc1nnc(-c2ccccc2O)n1Cc1ccccc1
  A: 1% | B: 2 | C: -1% | D: 12% | E: 21% | F: -5 | G: 0%
5: COc1ccc(-c2noc(CCC(=O)NC3CCN(Cc4ccccc4)CC3)n2)cc1
  A: -25% | B: -7 | C: 0% | D: -25% | E: . | F: 10 | G: 6%
6: CSc1ccc(CN(C)C(=O)C(Cc2ccccc2)NC(=O)c2ccccc2)cc1 (configuration not stated)
  A: ? | B: 65* | C: -11% | D: . | E: -11% | F: 40* | G: -12%
7: N#Cc1c(Cl)cccc1N1CCCC1
  A: 6% | B: -11 | C: 2% | D: -11% | E: 14% | F: -4 | G: -4%
8: O=C(c1ccco1)N1CCN=C1SCc1ccccc1F
  A: -17% | B: 13 | C: -7% | D: 15% | E: . | F: 11 | G: 2%
9: CCc1nnc(NC(=O)CCC(=O)NCc2ccc(OC)cc2)s1
  A: 33%[activator] | B: -10 | C: -5% | D: 11% | E: 46%[activator] | F: 0 | G: -6%
10: Cc1ccc(C(=O)Nc2ccc(S(=O)(=O)N3CCCC3)cc2)o1
  A: 9% | B: 12 | C: 2% | D: -3% | E: -19% | F: -2 | G: -3%
11: C/C(=N\N1CCN(Cc2ccccc2)CC1)c1ccco1
  A: 0% | B: 53* | C: 2% | D: 2% | E: 27% | F: 15 | G: 2%
12: CSc1nc2ccc(NS(=O)(=O)c3cccc(Cl)c3Cl)cc2s1
  A: 0% | B: 18 | C: -1% | D: 17% | E: 30%[activator] | F: 17* | G: 2%
13: C/C(=N\NC(=O)c1ccn[nH]1)c1cn(C)nc1C
  A: 137%[activator] | B: 117* | C: -5% | D: 4% | E: 126%[activator] | F: 44* | G: -2%
14: CCOC(=O)C1=C(O)/C(=C/c2ccc(OCC(=O)O)c(OCC)c2)SC1=Nc1ccc(C)cc1
  A: ? | B: 17 | C: -6% | D: 4% | E: ? | F: -2 | G: 2%
15: Cc1cccc(-n2ccnc2SCC(=O)Nc2nccs2)c1
  A: 0% | B: 58 | C: -2% | D: 12% | E: 57%[activator] | F: 29* | G: 2%
16: O=C(Nc1cccc2ccccc12)C1CCN(C(=O)NCc2ccccc2)CC1
  A: ? | B: -4 | C: -16% | D: ? | E: ? | F: 5 | G: -4%
17: CC1CCCCC12NC(=O)N(CC(=O)OCC(=O)NCc1ccc(F)cc1)C2=O (configuration not stated)
  A: 8% | B: . | C: 3% | D: -1% | E: 10% | F: . | G: .
18: C/C(=N\NC(=O)Cn1nc(C)c(Br)c1C)c1cccs1
  A: 53%[activator] | B: -3 | C: 0% | D: 5% | E: 16% | F: -5 | G: 5%
19: CCn1c(=S)[nH]c2cc(Cl)ccc21
  A: -3% | B: 7 | C: ? | D: -23% | E: -14% | F: 0 | G: -8%
20: Cc1c(Cl)cccc1NC(=O)CSc1ncnc2c1cnn2CCO
  A: -25% | B: -6 | C: -7% | D: 6% | E: 5% | F: 2 | G: -3%
21: COc1ccc(C(CC(=O)N2CCCCC2)NC(=O)C(F)(F)F)cc1 (configuration not stated)
  A: -22% | B: 5 | C: 2% | D: 15% | E: ? | F: -4 | G: 7%
22: CCc1c(C#N)c(SCCC(=O)Nc2ccc(C)cc2)nc2c1C(=O)CC(C)(C)C2
  A: . | B: -3 | C: -4% | D: 8.9µM* | E: ? | F: -6 | G: 3%
23: CCc1cc(C(=O)OC)c(NC(=O)CN2CCN(C(=O)C3CCCO3)CC2)s1 (configuration not stated)
  A: 0.66µM* | B: -8 | C: -3% | D: . | E: ? | F: -4 | G: -2%
24: COc1ccc(N(C(=O)c2cccc([N+](=O)[O-])c2)S(=O)(=O)c2cccs2)cc1
  A: 5% | B: 14 | C: -16% | D: 14% | E: 8% | F: -2 | G: 0%
25: COc1ccc(N2CCN(C(=O)c3cc(=O)c4cc(Cl)ccc4o3)CC2)cc1
  A: ? | B: -8 | C: 9% | D: 13% | E: 1% | F: -6 | G: 1%
26: Cc1cccc(Oc2ccccc2NS(=O)(=O)c2ccc(CCC(=O)O)cc2)c1
  A: -2% | B: . | C: -12% | D: 8% | E: -13% | F: . | G: .
27: COc1ccc(/C=C2/C(=O)N(Cc3ccco3)C(=O)N(C(C)C)C2=O)cc1
  A: -5% | B: -4 | C: 1% | D: 9% | E: 0% | F: -2 | G: 13%
28: CCn1ccnc1CNC(=O)c1ccc(OC2CCN(C(=O)COC)CC2)cc1
  A: 5.2µM* | B: -6 | C: 0% | D: 4% | E: 14% | F: -4 | G: 6%
29: N#Cc1c(-c2ccccc2F)cc(-c2cccnc2)nc1N
  A: ? | B: -11 | C: 1% | D: ? | E: 1% | F: 2 | G: -1%
30: O=S(=O)(NCc1ccccc1)c1ccc2c(c1)OCCO2
  A: 19% | B: -2 | C: 5% | D: 4% | E: 13% | F: 3 | G: -4%

Carrying on.
entry	SMILES	Pf growth 96h	Shiga toxin inh	TbPYK inhibitor	HCV inh	Pf growth 48h	Cycloheximide cs	LmPK inhibitor
31	Cc1cccc(Cn2ccc(N)n2)c1	?	38	4%	5%	37%[activator]	-3	-22%
32	COc1ccc(OC)c(C(=O)c2coc3ccc(O)c(CN4CCOCC4)c23)c1	23%	-12	4%	5%&4%	?	-1	2%
33	CCS(=O)(=O)N1CCN(c2ccc(S(=O)(=O)N3CCOCC3)cc2)CC1	?	-7	10%	25%	12%	-6	10%
34	O=Cc1cn(Cc2c(F)cccc2Cl)c2ccccc12	-2%	16	-2%	10%	18%	7	2%
35	CCCCn1nc(C(=O)N2CCN(S(=O)(=O)c3ccccc3)CC2)c2ccccc2c1=O	?	.	2%	?	?	.	.
36	Cc1cccc(C(=O)Nc2cccc3cccnc23)c1	180%[activator]	70*	-5%	-5%	97%[activator]	45*	-6%
37	OC(COc1cccc(OCC(O)CN2CCCC2)c1)CN1CCCC1 (configuration not stated)	21%	-8	-3%	0%	-9%	1	0%
38	CCCCCn1c(CN2CCCCC2CC)nc2c1c(=O)n(C)c(=O)n2C (configuration not stated)	-19%	-5	5%	16%	-18%	-3	4%
39	CCn1c(SCC(=O)Nc2ccc(N(C)C)cc2)nnc1-c1ccco1	2%	28	3%	-4%	14%	13	-7%
40	CCOCCCNC(=O)CNC(=S)N(Cc1ccc(C)cc1)Cc1ccco1	24%	-7	-14%	3%	?	1	14%
41	COc1cccc(OC)c1OCCOc1ccccc1OC(C)C	?	-4	-8%	-23%	.	-5	0%
42	C#Cc1cccc(-n2nnc(C(C)=O)c2C)c1	30%	-3	-4%	14%	31%[activator]	1	-11%

Compound profiles (already shown):
`COc1cccc(OC)c1OCCOc1ccccc1OC(C)C` is entered as Pf growth 96h: ?; Shiga toxin inh: -4; TbPYK inhibitor: -8%; HCV inh: -23%; Pf growth 48h: .; Cycloheximide cs: -5; LmPK inhibitor: 0%
`CCCCCn1c(CN2CCCCC2CC)nc2c1c(=O)n(C)c(=O)n2C` (configuration not stated) is entered as Pf growth 96h: -19%; Shiga toxin inh: -5; TbPYK inhibitor: 5%; HCV inh: 16%; Pf growth 48h: -18%; Cycloheximide cs: -3; LmPK inhibitor: 4%
`CCOCCCNC(=O)CNC(=S)N(Cc1ccc(C)cc1)Cc1ccco1` is entered as Pf growth 96h: 24%; Shiga toxin inh: -7; TbPYK inhibitor: -14%; HCV inh: 3%; Pf growth 48h: ?; Cycloheximide cs: 1; LmPK inhibitor: 14%

Further compounds follow.
entry	SMILES	Pf growth 96h	Shiga toxin inh	TbPYK inhibitor	HCV inh	Pf growth 48h	Cycloheximide cs	LmPK inhibitor
43	CC(C)c1ccc(OCC(=O)NCc2ccccc2)cc1	8%	-4	0%	22%	14%	-3	-3%
44	O=C(COc1ccccc1)Nc1c(C(=O)N2CCC(N3CCCCC3)CC2)oc2ccccc12	-11%	-3	4%	-26%	?	-3	-7%
45	COC(=O)c1ccc(CO/N=C/c2cccc([N+](=O)[O-])c2)cc1	32%[activator]	-5	2%	-3%	15%	-1	0%
46	Cc1ccc(-n2c(CCC(=O)O)ccc2-c2cccs2)cc1	.	97*	-25%	3%	15%	25*	0%
47	Cc1ccc(S(=O)(=O)N2CCCC2)cc1C(=O)NCc1ccccc1CN1CCCC1	?	.	4%	1%	-29%	.	.
48	Nn1c(-c2ccccc2)cc(-c2ccccc2)cc1=O	?	.	-4%	6%	?	.	.
49	COCCn1nnnc1C(c1cc2cc(C)cc(C)c2[nH]c1=O)N1CCN(c2ccccc2F)CC1 (configuration not stated)	?	1	-2%	6%	12µM*	-2	1%
50	COc1cc(-c2nn3c(-c4ccco4)nnc3s2)cc(OC)c1OC	?	33	.	.	28%	-2	-1%
51	CC(=O)NNc1cc(N2CCOCC2)nc(N2CCOCC2)n1	?	1	-3%	-23%	0%	-1	1%
52	CCOC(=O)c1cc(-c2ccc(C)o2)n[nH]1	.	28	3%	10%	64%[activator]	8	1%
53	O=C(Nc1ccc(Cl)cn1)c1cccc2ccccc12	5%	.	5%	-21%	30%	18*	9%
54	O=S(=O)(NCc1ccc(Cl)cc1Cl)c1ccc(N2CCOCC2)nc1	19%	1	6%	5%	?	1	2%

Quoted from above, compounds 32 to 33
entry	SMILES	Pf growth 96h	Shiga toxin inh	TbPYK inhibitor	HCV inh	Pf growth 48h	Cycloheximide cs	LmPK inhibitor
32	COc1ccc(OC)c(C(=O)c2coc3ccc(O)c(CN4CCOCC4)c23)c1	23%	-12	4%	5%&4%	?	-1	2%
33	CCS(=O)(=O)N1CCN(c2ccc(S(=O)(=O)N3CCOCC3)cc2)CC1	?	-7	10%	25%	12%	-6	10%

Additional compounds
entry	SMILES	Pf growth 96h	Shiga toxin inh	TbPYK inhibitor	HCV inh	Pf growth 48h	Cycloheximide cs	LmPK inhibitor
55	NC(=O)c1c(NC(=O)Cn2nc(C(=O)O)c3ccccc3c2=O)sc2c1CCCC2	56%[activator]	-5	-2%	?	29%	7	3%
56	O=C(NCc1ccccn1)c1nc(Cn2ccc([N+](=O)[O-])n2)no1	293%[activator]	-4	1%	20%	14%	-2	-1%
57	COc1cccc(-c2cccc(NC(=O)C3CCN(Cc4cccc(C)n4)CC3)c2)c1	8%	-30	5%	-14%	?	-3	-17%
58	CC(=O)c1cccc(N(C(=O)c2csnn2)C(C(=O)NC2CCCC2)c2ccccc2)c1 (configuration not stated)	15%	3	-2%	-2%	-22%	-3	12%
59	FC(F)(F)c1nnc(-c2ccccc2)nc1Oc1ccc(Cl)cc1Cl	52%[activator]	-6	-3%	25%	3%	1	3%

High-throughput results: PubChem BioAssay, National Center for Advancing Translational Sciences (NCATS)
